SMARCA2 activ = SMARCA2 (BRM) function activators, primary screen, cell-based, luminescence, high throughput; MG213 cells, MMTV-luciferase reporter, dexamethasone, overnight; activation, % at 9.1 µM; hit rate 1% among 370,000; AID 652017, 2013; in the data active = activation above about 7.8%;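 also: 0% = vehicle wells and 100% = reference activator wells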
GAA850 FXN act = FXN promoter activators, primary screen, cell-based, luciferase luminescence, HEK293 lucGAA850; HEK293 lucGAA850 FXN promoter luciferase reporter, 24 h; percent of 10 µM SAHA response; activation, % at 6 µM; hit rate 0.56% among 360,000; AID 540364, 2011;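 active = activation above the average of all compounds screened plus 3 SD, cutoff fixed separately per campaign, cut at about 7.5% in these data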;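 also: 0% = DMSO wells and 100% = 10 µM SAHA wells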
DAX1 inh-1 = DAX1 (NR0B1) inhibitors on StAR promoter, primary screen, cell-based, luminescence, SF-1 (NR5A1), full-length DAX-1. HEK293T StAR-luciferase reporter, SF-1/DAX-1 repression relief. inhibition, % at 6.8 µM. hit rate 1.1% among 370,000. AID 652010, 2013;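 active = inhibition above the mean over all tested compounds plus 3 SD, cut at about 3.6% in these data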;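 also: 0% = DAX-1 cells with DMSO and 100% = cells lacking DAX-1 with DMSO; higher inhibition means more luminescence from relief of DAX-1 repression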
hcDAF12 agonist = H. contortus DAF-12 nuclear receptor activators, primary screen, cell-based, luminescence, HEK293, lit1-tk-luc reporter | HEK293 hcDAF-12 lit1-tk-luc reporter; 0% DMSO, 100% Δ7-dafachronic acid | activation, % at 6.8 µM | hit rate 1.4% among 370,000;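 active = activation above the mean of all tested compounds plus 3 SD, cut at about 5.5% in these data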;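 also: 100% = response to 3 µM Δ7-dafachronic acid high control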
ADAM10 inh = human ADAM10 inhibitors, primary screen, biochemical, QFRET, HTS. Disintegrin and metalloproteinase domain-containing protein 10 (Homo sapiens), O14672. hit rate 0.62% among 370,000. recombinant ADAM10, EDANS/DABCYL FRET peptide cleavage, 3 h. inhibition, % at 7 µM. AID 720582, 2013;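 active = inhibition above a per-campaign cutoff equal to the mean of compounds falling between control-based bounds plus 3 SD, cut at about 20% in these data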;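 also: 0% = DMSO wells while the 100% control is not disclosed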
Target sequence (O14672 214-748 limits assumed): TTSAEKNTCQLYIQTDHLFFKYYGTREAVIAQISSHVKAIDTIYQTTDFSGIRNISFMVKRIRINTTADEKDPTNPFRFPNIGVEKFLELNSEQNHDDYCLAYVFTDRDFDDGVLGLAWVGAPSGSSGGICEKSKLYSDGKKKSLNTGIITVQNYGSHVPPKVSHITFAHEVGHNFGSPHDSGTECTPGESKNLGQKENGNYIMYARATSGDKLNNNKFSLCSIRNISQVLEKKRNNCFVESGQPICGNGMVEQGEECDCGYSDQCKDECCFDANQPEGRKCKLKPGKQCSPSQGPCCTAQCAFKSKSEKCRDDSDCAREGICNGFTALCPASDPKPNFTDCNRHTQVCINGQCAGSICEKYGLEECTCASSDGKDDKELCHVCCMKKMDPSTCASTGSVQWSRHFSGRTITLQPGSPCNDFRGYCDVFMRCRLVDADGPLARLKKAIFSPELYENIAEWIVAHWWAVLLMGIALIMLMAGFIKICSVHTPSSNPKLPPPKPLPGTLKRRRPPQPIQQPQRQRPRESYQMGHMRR
DAX1 inh-2 = DAX1 (NR0B1) inhibitors, primary screen, cell-based, HEK293, Gal4-DAX1, luciferase luminescence. inhibition, % at 6.75 µM. Nuclear receptor subfamily 0 group B member 1 (Homo sapiens), P51843. AID 504766, 2011. HEK293 Gal4-DAX1 luciferase reporter. hit rate 0.99% among 340,000;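 active = inhibition above the mean over all tested compounds plus 3 SD, cut at about 4.2% in these data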;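 also: 0% = DAX1-transfected cells with DMSO and 100% = empty-vector control cells with DMSO; inhibition shows as a rise in luminescence from relieved DAX1 repression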
NPR1 activator = GC-A stimulated cGMP production enhancers – HEK293 GC-A cells, cGMP TR-FRET, EC30 ANP, primary screen; Atrial natriuretic peptide receptor 1 (Homo sapiens), P16066; 0% at EC30 ANP, 100% saturating ANP; activation, % at 10 µM; hit rate 0.14% among 370,000; in the data active = activation above about 40%
PG9 Ab binder = binders of HIV-1 gp120 antibody PG9, primary screen, biochemical, TR-FRET; hit rate 0.43% among 360,000; inhibition, % at 6.7 µM; HIV-1 gp120 / PG9 antibody interaction; AID 624416, 2012; TR-FRET gp120-PG9 antibody binding; in the data active = inhibition above about 8.5%
hgDAF-12 ag = H. glycines DAF-12 receptor agonists, primary screen, cell-based, luminescence, HEK293, GAL4 fusion, UAS-luciferase; hit rate 1.8% among 370,000; Nuclear hormone receptor DAF-12 (Heterodera glycines), GAL4 fusion; HEK293 GAL4-hgDAF12 UAS-luciferase reporter, agonist luminescence; normalized to butyrate control; activation, % at 6.8 µM;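 active = activation above a cutoff set at the mean of all screened compounds plus 3 SD, cut at about 10% in these data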;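 also: 0% = DMSO wells and 100% = sodium butyrate wells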
ssDAF12 agonist = S. stercoralis DAF-12 nuclear receptor activators, primary screen, cell-based, luminescence, HEK293, GRIP1 co-expression, lit1-tk-luc | HEK293 ssDAF-12/GRIP1 lit1-tk-luc reporter; % of 3 µM dafachronic acid response | Nuclear hormone receptor DAF-12 (Strongyloides stercoralis) | activation, % at 6.8 µM | AID 652126, 2013 | hit rate 1% among 370,000;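 active = activation above the mean over all tested compounds plus 3 SD, cut at about 0.9% in these data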;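 also: 0% = DMSO-only wells and 100% = 3 µM delta7-dafachronic acid wells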
ADAM17 inh = ADAM17 inhibitors, primary screen, biochemical, QFRET; Disintegrin and metalloproteinase domain-containing protein 17 (Homo sapiens), P78536; recombinant ADAM17, EDANS/DABCYL FRET peptide cleavage; inhibition, % at 6.95 µM; hit rate 0.83% among 370,000; AID 720648, 2013;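 active = inhibition above the mean of compounds lying between control limits plus 3 SD, set per campaign, cut at about 8.5% in these data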;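 also: 0% = DMSO-only wells as the low control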
Target sequence (P78536 215-824 limits assumed): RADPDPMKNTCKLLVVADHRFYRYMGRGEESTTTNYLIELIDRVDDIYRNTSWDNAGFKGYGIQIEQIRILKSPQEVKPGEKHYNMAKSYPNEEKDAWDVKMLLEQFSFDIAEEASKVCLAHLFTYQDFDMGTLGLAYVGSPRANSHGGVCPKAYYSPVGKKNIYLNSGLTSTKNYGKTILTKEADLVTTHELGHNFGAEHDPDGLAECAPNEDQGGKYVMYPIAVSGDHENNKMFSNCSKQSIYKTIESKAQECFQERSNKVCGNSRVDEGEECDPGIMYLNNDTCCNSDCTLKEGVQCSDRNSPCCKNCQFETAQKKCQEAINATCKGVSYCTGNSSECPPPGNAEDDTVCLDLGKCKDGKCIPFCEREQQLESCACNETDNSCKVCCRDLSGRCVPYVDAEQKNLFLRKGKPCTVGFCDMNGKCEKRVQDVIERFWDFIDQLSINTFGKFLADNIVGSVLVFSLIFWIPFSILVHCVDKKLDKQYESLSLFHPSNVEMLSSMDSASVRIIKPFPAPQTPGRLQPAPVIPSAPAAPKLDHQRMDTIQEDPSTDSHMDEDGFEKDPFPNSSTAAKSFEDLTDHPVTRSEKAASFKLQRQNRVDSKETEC
* = called active by the depositor; . = no result given.

Every second line gives: SMARCA2 activ	GAA850 FXN act	DAX1 inh-1	hcDAF12 agonist	ADAM10 inh	DAX1 inh-2	NPR1 activator	PG9 Ab binder	hgDAF-12 ag	ssDAF12 agonist	ADAM17 inh
- O=C(Nc1ccccc1)c1cc(C2CCCN(C(=O)c3ccc4c(c3)CCO4)C2)on1 (stereo not given)
    -2	-0.8	0.0	-0.3	0	.	2	0.4	0.3	-0.6	0
- CC1(C)C(=O)OC(C(=O)c2ccc(Cl)cc2)C(C)(C)C1=O (stereo not given)
    -3	1.3	0.1	1.8	12	-0.5	1	-4.1	0.2	-0.7	1
- CSc1nc2c(c(=O)n1C)SC(C)C2 (stereo not given)
    -2	2.2	0.3	3.1	-9	0.8	0	-1.2	-1.5	-0.4	0
- CCOC(=O)C(=O)/C(=C\N(C)C)c1onc(-c2ccccc2)c1C(=O)OC
    -4	2.4	0.1	2.4	9	0.6	3	-0.4	-0.7	-0.2	5
- COc1ccc(S(=O)(=O)/N=C2/NC(=O)/C(=C\c3ccco3)S2)cc1
    -1	0.0	0.4	0.3	-5	-0.8	-2	-0.9	-2.2	-0.6	-3
- O=C1CCC(C(=O)N2CCCC(C(=O)c3ccc4ccccc4c3)C2)=NN1 (stereo not given)
    3	-1.5	-2.3	-1.7	-75	0.8	2	-0.6	-2.1	-1.0	-31
- COc1cccc(OCCOc2ccc(/C=C3\C(=N)N4N=C(S(C)(=O)=O)SC4=NC3=O)cc2OC)c1
    5	0.3	-0.1	1.7	8	0.2	-6	-3.0	1.1	-0.8	3
- CCNC(=O)C1(C)CCN(C(=O)c2ccc(C#N)cc2)C1 (stereo not given)
    0	0.9	0.4	1.1	-2	.	-1	-1.4	1.7	-1.0	-3
- O=c1[nH]c2ccccc2c(O)c1-c1ccccc1
    0	-2.7	0.7	1.5	-17	-0.1	1	-0.6	1.3	-0.5	-1
- COCCn1cnc2c1c(=O)n(Cc1ccccc1C#N)c(=O)n2Cc1ccccc1
    0	1.2	0.2	-0.3	4	-0.5	3	-2.2	1.8	-1.7	0
- O=C(Nc1ccc(Nc2ccccc2)cc1)c1cc([N+](=O)[O-])ccc1Cl
    1	-6.1	-0.9	-3.0	9	-1.0	-5	-2.9	4.2	-1.5	6
- Cc1ccc(-c2nnnn2C2C/C(=N\NC(N)=S)C3OCC2O3)cc1 (stereo not given)
    2	1.1	0.5	-0.1	-5	0.6	2	0.9	-1.2	-1.2	-2
- Cc1cccc(NC(=O)c2cccc(C(=O)Nc3cccc(C)n3)c2)n1
    -1	0.6	0.2	-0.7	8	0.2	3	-1.8	5.8	-0.9	-9
- C[C@@H]1ON(C)[C@H]2C[C@H]3c4cc(N5CCN(C)CC5)ccc4CCN3C[C@@H]12
    3	.	1.0	0.7	-1	.	3	-1.5	7.9	-0.7	-1
- CCc1ccc(NC(=O)Nn2cnnc2)cc1
    3	0.2	0.2	-1.3	-5	0.6	0	-2.6	-0.1	-0.7	-5

Another view of part of the listing above:
Molecule,SMARCA2 activ,GAA850 FXN act,DAX1 inh-1,hcDAF12 agonist,ADAM10 inh,DAX1 inh-2,NPR1 activator,PG9 Ab binder,hgDAF-12 ag,ssDAF12 agonist,ADAM17 inh
C[C@@H]1ON(C)[C@H]2C[C@H]3c4cc(N5CCN(C)CC5)ccc4CCN3C[C@@H]12,3,.,1.0,0.7,-1,.,3,-1.5,7.9,-0.7,-1
CCc1ccc(NC(=O)Nn2cnnc2)cc1,3,0.2,0.2,-1.3,-5,0.6,0,-2.6,-0.1,-0.7,-5

Back to the main list, starting 2 compounds before the break.
Every second line gives: SMARCA2 activ	GAA850 FXN act	DAX1 inh-1	hcDAF12 agonist	ADAM10 inh	DAX1 inh-2	NPR1 activator	PG9 Ab binder	hgDAF-12 ag	ssDAF12 agonist	ADAM17 inh
- C[C@@H]1ON(C)[C@H]2C[C@H]3c4cc(N5CCN(C)CC5)ccc4CCN3C[C@@H]12
    3	.	1.0	0.7	-1	.	3	-1.5	7.9	-0.7	-1
- CCc1ccc(NC(=O)Nn2cnnc2)cc1
    3	0.2	0.2	-1.3	-5	0.6	0	-2.6	-0.1	-0.7	-5
- O=C(NCCC1=CCCCC1)C1COc2ccccc2O1 (stereo not given)
    5	4.0	0.2	-1.2	-6	0.2	-1	-1.1	1.6	-1.0	-1
- CC1CN(C(=O)CCC(=O)NCCCN2C(C)CCCC2C)c2ccccc2O1 (stereo not given)
    1	0.9	0.5	1.9	-2	0.5	3	-0.3	0.7	-0.8	3
- CC1(C(=O)NS(=O)(=O)c2ccccc2)CCN1C(=O)CC1CCCC1 (stereo not given)
    4	-0.5	-0.3	-0.7	-5	.	-4	-0.8	1.0	-0.5	-4
- O=C1Nc2ccccc2C(=O)N2[C@H](c3cccc(Br)c3)[C@@H]3C(=O)N(Cc4ccccc4)C(=O)[C@@H]3[C@H]12
    0	-1.6	-0.4	-1.6	-4	2.4	5	-2.3	0.5	-1.2	-3
- CSc1c(-c2ccccn2)c(N)nn1C(=O)C1CC1
    -3	0.5	-0.1	-0.3	2	3.5	-14	-0.3	-0.7	-1.0	-2
- C=CCN1C(=O)C(CC(=O)O)SC1=Nc1ccc(C(=O)O)cc1 (stereo not given)
    -3	-1.0	0.7	0.1	0	-1.1	-1	-1.9	0.8	-1.0	0
- CCOC(=O)N1CCN(C(=O)CN(c2cc(C(F)(F)F)ccc2Cl)S(C)(=O)=O)CC1
    -1	0.0	0.5	-1.7	-2	1.2	0	-1.1	0.9	-1.2	-4
- O=C(/C=C/Nc1ccc(Cc2ccc(N/C=C/C(=O)C(F)(F)F)cc2)cc1)C(F)(F)F
    2	0.6	1.8	4.6	2	1.8	-4	1.6	13*	-0.1	-1
- Cc1ccc(NC(=O)CSCc2cc(=O)n3ccsc3n2)c(C)c1
    -1	1.9	0.2	-1.0	-2	-0.1	1	-2.8	-0.1	-0.6	-1
- Cc1cc(C)n(-c2nc3ccccc3c(=O)n2OCC(=O)OCc2ccccc2)n1
    1	0.0	-0.6	-0.5	4	0.0	-2	0.9	-3.8	-1.2	2
- COc1cc2c(cc1NC(=O)C(C)OC(=O)c1ccc(S(=O)(=O)Nc3ccccc3Cl)cc1)oc1ccccc12 (stereo not given)
    4	0.8	-0.6	5.8*	2	1.0	-3	-1.8	0.8	0.7	0
- CC1Cc2cc(S(=O)(=O)CCC(=O)NCc3ccco3)ccc2N1C(=O)C1CC1 (stereo not given)
    -2	-2.5	-0.9	-0.6	-10	0.6	2	-2.2	1.9	-1.4	-4
- CC1(Oc2ccccc2)CCN(Cc2csc3ccccc23)C1 (stereo not given)
    -1	-0.9	-1.1	-1.1	1	.	-5	-0.3	3.7	-1.8	0
- Cc1cccc(Sc2nc(-c3ccccc3)ccc2C#N)c1
    -2	3.1	-0.2	2.2	-12	-0.7	16	-0.3	0.9	-0.7	-5
- O=C1OC(/C=C/c2ccccc2)=NC/1=C\c1cccnc1
    -1	1.3	-0.1	-3.7	-2	0.2	13	-3.0	-0.7	-1.4	1

Every second line gives: SMARCA2 activ	GAA850 FXN act	DAX1 inh-1	hcDAF12 agonist	ADAM10 inh	DAX1 inh-2	NPR1 activator	PG9 Ab binder	hgDAF-12 ag	ssDAF12 agonist	ADAM17 inh
- CC1CCc2sc(C(=O)N(C)CC(=O)Nc3ccc(N4CCOCC4)cc3)cc2C1 (stereo not given)
    4	-0.4	-1.8	1.7	-12	-0.1	2	-1.5	-1.6	-1.6	-3
- COc1cccc(C(C(=O)NC2CCCC2)N(C(=O)c2ccco2)c2ccc(C(C)=O)cc2)c1OC (stereo not given)
    -1	-1.6	-0.2	-1.7	1	0.9	-26	-0.1	2.1	-1.5	-2
- Cc1nn(C)cc1C(N)=O
    0	0.9	-1.1	-1.2	-5	-0.1	1	-1.0	1.8	-0.3	-1
- C[C@]12c3[nH]c4cc(-c5ccco5)ccc4c3CCN1C(=O)[C@@H](CC(=O)NCc1cccc(C(F)(F)F)c1)C[C@@H]2C(=O)N1CCCCC1
    -4	0.0	-2.0	-1.3	-156	-0.8	-11	-2.1	-4.7	-0.9	-48
- Nc1nc2c(Cl)cc(Cl)cc2s1
    0	5.1	-1.2	0.8	2	-0.7	10	0.0	0.8	-1.6	1
- CC(NS(=O)(=O)c1ccc(Cl)c(Cl)c1)C(=O)OCC(=O)N1CCCCCC1 (stereo not given)
    -3	0.1	0.9	-0.2	-10	0.9	-2	0.9	-0.2	-1.4	-2
- COc1ccc(S(=O)(=O)N(C)CC(=O)NCCC2=CCCCC2)cc1
    -4	1.0	-0.5	-1.3	8	-1.0	1	-1.7	-1.5	-0.7	4
- CC(C)NS(=O)(=O)c1ccc(Oc2ncc(C(F)(F)F)cc2Cl)cc1
    -5	1.1	-1.0	-0.6	12	0.1	-2	-2.0	-2.6	-1.1	8
- c1ccc(-c2csc3ncnc(NCCN4CCOCC4)c23)cc1
    -1	-1.0	-2.1	-2.2	-2	-2.6	-2	-0.4	-5.5	-1.7	-3
- CC(=O)Nc1ccc(NC(=O)C2CCN(C(=O)c3ccc([N+](=O)[O-])cc3)CC2)cc1
    1	1.4	-0.3	-1.4	-3	-0.3	1	0.4	-0.4	-1.5	2
- CCCNC(=O)COC(=O)c1ccc(OCC(=O)Nc2ccccc2OC)c(OC)c1
    4	-0.7	0.4	-0.8	2	0.9	2	-2.2	2.9	-0.9	3
- CC(=O)Nc1ccc(NS(=O)(=O)c2cccc3nonc23)cc1
    5	-1.0	-0.4	1.0	6	-0.6	0	-1.1	2.5	-1.4	0
- C=CCNC(=O)c1cc2sccc2n1C
    -1	1.6	0.5	0.3	4	1.1	-1	-0.2	1.0	-1.4	-2
- Clc1ccc(OCc2noc(-c3ccsc3)n2)c(Cl)c1
    7	3.5	2.3	1.6	7	8.3*	4	0.1	11*	-0.5	-2
- Cc1ccc(S(=O)(=O)N2CCOCC2)cc1NC(=O)COc1ccc(-c2nnco2)cc1
    -1	1.8	1.1	1.2	-6	-0.4	-3	1.1	5.0	-1.6	-4
- O=C(Nc1ccc(N2CCOCC2)cc1)c1ccc(Cl)c(S(=O)(=O)N2CCCCC2)c1
    -3	-4.3	-2.8	-3.1	-7	-3.0	1	3.7	-3.9	-1.4	-1
- Cc1ccc(N=Cc2ccc(N(C)C)cc2)cc1C
    3	-1.3	-0.6	-1.0	8	2.1	0	-0.9	-0.6	-0.2	0

Screening data deposited in PubChem by several laboratories.

This is a random part of the collection, and some 6.8% of all compounds hit somewhere here.
